Bioassay records from PubChem.
esBAF inh – blocks esBAF chromatin remodeling in mouse ES cells | reporter increase, % at 12.5 µM | Bmi1-luciferase knock-in reporter, 24 h; 100% = twice the neutral-well signal | 350,000 compounds, 2% hits; in the data active means activation above about 40%;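 further: 0% = median of the plate's neutral control wells and 100% = double that signal; a rise in the Bmi1 reporter signal indicates esBAF inhibition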
E-selectin induc – induces E-selectin expression in human endothelial cells; P16581; HUVEC E-selectin immunofluorescence imaging; normalized: neutral wells 0, TNF-alpha wells 100; activation, % at 7.58 µM; 260,000 compounds, 0.37% hits; AID 686992;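 active means mean E-selectin-positive cell signal at least 10% of the positive control, reached in at least 60% of replicates, without over 20% cell loss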;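 further: in these data hits start at about 27%; measured in HUVEC primary endothelial cells; signal is the percent of cells scored E-selectin positive by PE staining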
Target sequence (P16581 whole entry, looked up): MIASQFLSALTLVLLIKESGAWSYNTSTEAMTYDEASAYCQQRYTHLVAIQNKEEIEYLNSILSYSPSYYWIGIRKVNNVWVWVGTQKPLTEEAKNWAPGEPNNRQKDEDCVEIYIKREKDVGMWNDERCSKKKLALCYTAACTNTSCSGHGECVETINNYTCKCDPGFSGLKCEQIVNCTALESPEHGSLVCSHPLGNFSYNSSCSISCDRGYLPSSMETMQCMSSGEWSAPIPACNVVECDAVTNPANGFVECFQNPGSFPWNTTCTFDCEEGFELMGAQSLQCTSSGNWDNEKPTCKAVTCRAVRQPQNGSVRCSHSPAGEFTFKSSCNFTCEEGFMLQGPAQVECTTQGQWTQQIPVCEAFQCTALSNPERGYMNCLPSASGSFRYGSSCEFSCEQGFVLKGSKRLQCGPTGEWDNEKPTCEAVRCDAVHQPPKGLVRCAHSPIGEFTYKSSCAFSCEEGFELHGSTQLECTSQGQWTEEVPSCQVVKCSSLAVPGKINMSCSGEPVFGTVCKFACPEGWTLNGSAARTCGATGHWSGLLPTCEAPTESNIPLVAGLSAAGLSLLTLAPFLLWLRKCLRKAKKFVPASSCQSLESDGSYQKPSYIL
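Read-out: % PE-positive cells | Test system: HUVEC | Doses: One compound dose added by pin transfer | Buffer or medium: EGM-2 over gelatin coat | Signal: Immunofluorescence imaging | Benchmarks: TNF-alpha, DMSO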
EWS-Fli block – inhibitors of EWS/Fli oncoprotein transcriptional activity | A673 NR0B1-luciferase reporter, viability-normalised | inhibition, % at 12.6 µM | 350,000 compounds, 0.67% hits | AID 651661;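 active means mean inhibition of at least 50% after viability correction, with every replicate also passing that limit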;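 further: firefly luciferase signal divided by Alamar Blue viability fluorescence both relative to DMSO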
RAD54 branch – RAD54 (human) branch migration inhibition; AID 602329; 360,000 compounds, 0.14% hits; Q92698; inhibition, % at 10.4 µM; RAD54 Holliday junction branch migration, FAM/BHQ fluorescence;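 active means mean normalized replicate activity at least 40 and at least half of replicates scoring 40 or more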;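 further: 0% = median of neutral control wells and 100% = median of positive control wells; inhibitors cause a drop in the FAM fluorescence signal; in these data hits start at about 50%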
S100A4 inh HTS – S100A4-myosin IIA interaction inhibition; P26447; 360,000 compounds, 0.14% hits; S100A4/TAMRA-MyoIIA peptide fluorescence polarization; inhibition, % at 10.7 µM;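 active means mean inhibition of at least 70% across replicates, with every replicate also reaching that level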
Target sequence (P26447 whole entry, looked up): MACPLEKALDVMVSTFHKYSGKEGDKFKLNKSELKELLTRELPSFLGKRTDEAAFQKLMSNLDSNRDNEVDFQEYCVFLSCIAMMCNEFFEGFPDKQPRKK
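Test system – S100A4 monomer (human) · Compound – single-point compound testing · Schedule – 5 min incubation before reading · Probe or stimulus – TAMRA-labelled myosin IIA heavy-chain peptide probe, 5 nM · Benchmarks – neutral control DMSO, positive control TFP · Medium – Calcium-containing HEPES buffer, pH 7.2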
FN deposit inh – fibronectin deposition inhibition. AH1F fibroblasts, Alexa488-fibronectin deposition fluorescence, overnight. inhibition, % at 12.6 µM. 350,000 compounds, 0.086% hits. AID 743247;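 active means mean inhibition across replicates of 30% or more, regardless of how many single replicates reach that level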;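 further: positive control wells lacked labelled fibronectin entirely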
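Schedule: 1 h cell adhesion before compound, then overnight fibronectin incubation; test system: AH1F fibroblast monolayer depositing Alexa488-labelled fibronectin into matrix; quantity: 10000 AH1F cells per well; probe or stimulus: fluorescent fibronectin at 24 nM final; signal: fluorescence, ex 485 nm, em 525 nm; evaluation: percent inhibition as loss of matrix-bound fibronectin fluorescence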
XiGFP reactiv – reactivates the inactive X chromosome in mouse fibroblasts; XiGFP mouse fibroblasts, % GFP-positive cells imaging, 3 d; cells co-treated with 5-aza-dC sensitizer; scaled so ellipticine positive control = 100%; activation, % at 7.58 µM; 360,000 compounds, 0.055% hits; AID 743238;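 active means mean normalized replicate activation at least 10% and every replicate at or above 10%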;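 further: 0% = median of on-plate neutral control wells and 100% = ellipticine 6 µM median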
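System: XiGFP fibroblasts, SV40-immortalized. Medium: DMEM plus 5-aza-dC sensitizer. Doses: single point. Timing: 3 d treatment, 15 min room-temperature fixation. Control set: ellipticine 6 µM.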
RAD52 inh – inhibitors of human RAD52 DNA annealing; P43351; recombinant RAD52 DNA annealing, FRET fluorescence; inhibition, % at 18.7 µM; 360,000 compounds, 0.46% hits;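 active means every replicate showing at least 50% inhibition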
Active calls of the source: *; . = not tested or not shown.

Results follow in this order: esBAF inh | E-selectin induc | EWS-Fli block | RAD54 branch | S100A4 inh HTS | FN deposit inh | XiGFP reactiv | RAD52 inh
Cc1cccc(C)c1NC(=O)NC1(C(=O)N2CCOCC2)CCCCC1
→ . | 1.4 | -10 | . | -2 | -3 | 0.3 | -7
COCCCN(C(=S)Nc1cc(Cl)cc(Cl)c1)C(C)c1ccncc1 (stereo unspecified)
→ 2 | . | 15 | . | 1 | 2 | 0.8 | -16
C[C@H]1CN([C@@H](C)CO)C(=O)c2cc(/C=C/c3ccccc3)cnc2O[C@H]1CN(C)C(=O)Cc1ccccn1
→ -1 | . | -9 | -3 | 11 | . | 0.7 | -15
CCN(CC)c1ccc(S(=O)(=O)N2CCOCC2)cc1NC(=O)COC(=O)/C=C/c1ccc(O)c(OC)c1
→ -2 | . | 8 | -6 | 3 | -5 | -0.1 | -22
CC(Sc1nnc(-c2cccs2)n1C1CC1)C(=O)NCC1CCCO1 (stereo unspecified)
→ -2 | . | -1 | 3 | -14 | -4 | 0.0 | 2
COc1ccc2c3c(n(C)c2c1)[C@H](CO)N(C(=O)C1CC1)CC31CN(Cc2ccccc2OC)C1
→ . | 0.0 | -17 | . | 18 | 0 | 0.0 | 17
COC(=O)c1ccccc1Sc1ncnc2onc(C)c12
→ . | 1.8 | 8 | . | -15 | -16 | 0.1 | -4
Cc1ccc(S(=O)(=O)N(C)C[C@@H]2OCCCC[C@@H](C)Oc3ccc(NS(=O)(=O)c4ccc(F)cc4)cc3C(=O)N([C@H](C)CO)C[C@H]2C)cc1
→ -4 | 0.0 | 18 | 0 | 2 | 8 | -0.1 | 2
O=S(=O)(c1cccs1)N1CCC2(CC1)OCCN2S(=O)(=O)c1ccccc1
→ -10 | -0.1 | 3 | 3 | -10 | -8 | 0.0 | -11
CN1C(=O)CSC1=Nc1cccc(C(=O)O)c1
→ 3 | 0.1 | 5 | -15 | 2 | 1 | 0.3 | 3
COc1cccc(/C=N/NC(=O)CSCC(=O)Nc2ccccc2)c1O
→ 2 | . | 8 | -1 | -2 | . | . | 3
CCOC(=O)c1ccc(NC(=O)c2ccc[n+]([O-])c2)cc1
→ 8 | -0.4 | -2 | 4 | -1 | 6 | 0.0 | 6
C[C@H](CO)N1C[C@H](C)[C@H](CN(C)Cc2ccc(Oc3ccccc3)cc2)Oc2ccc(NC(=O)CCCN(C)C)cc2CC1=O
→ -5 | 0.4 | 8 | 9 | -1 | . | -0.1 | 58*
Cc1ccc(N(C(=O)CNC(=O)c2ccco2)C(C(=O)NC2CCCCC2)c2cccnc2)cc1 (stereo unspecified)
→ 0 | . | -4 | -4 | 1 | 0 | 0.5 | -16
Cc1noc(C)c1NC(=O)Nc1ccc2c(c1)C(=O)N([C@@H](C)CO)C[C@H](C)[C@@H](CN(C)Cc1ccccc1)OCCCC[C@H](C)O2
→ 1 | 1.9 | -7 | 6 | -16 | -7 | 0.0 | 3
CC(C)(C)c1ccc(C(=O)NCC(=O)NCC(C)(C)N2CCOCC2)cc1
→ 10 | -0.2 | -6 | 0 | 1 | -2 | 0.4 | -4
Cc1ccc(NC(=O)C2CCN(S(=O)(=O)c3ccc4[nH]c(=O)ccc4c3)CC2)c(C)c1
→ 6 | -0.1 | 4 | 1 | -1 | 5 | 0.0 | -3
Cc1ccc(NC2=NC3(CCCC3)N=C(N)N2)c(C)c1
→ -6 | . | -8 | 0 | -2 | 11 | 0.1 | -7
O=S(=O)(NC1CCCCC1)c1cccs1
→ 1 | . | -4 | -3 | 7 | 1 | 0.1 | -3
CC(C)NC(=O)Nc1ccc2c(c1)CC(=O)N([C@@H](C)CO)C[C@@H](C)[C@@H](CN(C)S(=O)(=O)c1ccccc1)O2
→ -2 | 1.9 | . | 8 | 6 | . | 0.0 | -6
CC(=O)c1cnc(SCCN2C(=O)c3ccccc3C2=O)nc1C
→ 8 | -1.3 | . | 15 | . | -5 | . | .
CC(C)Oc1ccccc1/C=N/Nc1ccccc1[N+](=O)[O-]
→ . | . | -14 | . | 5 | 0 | -0.1 | 0
O=C(Cc1ccccc1)N/N=C/c1cccc([N+](=O)[O-])c1
→ . | . | -3 | . | 0 | -12 | 0.5 | -7
COCC(=O)N1CC[C@@H]2[C@H]1c1cc(-c3ccc(C#N)cc3)ccc1N[C@@H]2CO
→ -5 | -0.2 | 4 | -7 | . | 4 | 0.0 | .
COc1cc(CNC(C)(C)C)ccc1OCC(=O)NC(C)(C)C
→ . | 1.6 | 7 | . | 4 | 6 | 0.0 | -1
NC(N)=Nc1ccc(C=C2C=Cc3ccccc32)cc1
→ 9 | . | -4 | . | 1 | -7 | -0.2 | 66*
COc1cccc(S(=O)(=O)N(C)C[C@@H]2Oc3cc(C4=CCCC4)ccc3S(=O)(=O)N([C@H](C)CO)C[C@H]2C)c1
→ 3 | -0.2 | 22 | 3 | -6 | -20 | -0.2 | 13
Cc1ccc(NC(=O)CSCC(=O)N(CCC(C)C)c2c(N)n(Cc3ccccc3)c(=O)[nH]c2=O)cc1
→ -3 | . | -1 | -9 | -1 | 3 | 0.0 | -7
CCn1c(SC(C)C(=O)Nc2ccc(N3CCOCC3)cc2)nnc1C1CC1 (stereo unspecified)
→ 5 | . | -5 | -1 | -4 | -1 | 0.2 | -7
Cc1ccc(S(=O)(=O)N(C)c2ccc(C(=O)N3CCc4ccccc4C3)cc2)cc1
→ 11 | 0.0 | -1 | 1 | -9 | 5 | 0.4 | -10
O=C(c1cccc(F)c1)N1CC(=O)N2[C@H](C1)[C@H](c1ccc(-c3ccccc3F)cc1)[C@@H]2CO
→ . | -0.6 | 0 | . | -35 | . | 0.0 | 6
CCN(CC)C(=O)Sc1cccc2cccnc12
→ 2 | . | 6 | -5 | -5 | . | . | -13
CC1CCN(c2ccc3c(c2)S(=O)(=O)c2cccc(C(=O)NCc4cccc(F)c4)c2C3=O)CC1
→ 33 | 0.4 | -24 | -58 | 9 | -7 | 0.0 | -374
CC(=O)Nc1ccccc1NC(=O)c1ccc2c(c1)OCO2
→ -7 | -0.2 | -2 | -3 | -28 | -7 | 0.5 | -63
CCCc1cc(=O)oc2cc(OCC(=O)NCCc3c[nH]c4ccc(OC)cc34)ccc12
→ 4 | . | 15 | -31 | -6 | . | . | -3
O=C(Nc1cc(F)ccc1F)N1CC(=O)N2[C@@H](CO)[C@H](c3ccc(-c4cccc(F)c4)cc3)[C@@H]2C1
→ . | 0.2 | 0 | . | -1 | . | 0.2 | -18
COc1ccc(S(=O)(=O)N2C[C@H](O)COC[C@@H]3O[C@H](CC(=O)NCCN4CCCCC4)CC[C@H]32)cc1
→ -4 | 0.1 | . | 8 | 3 | 4 | -0.1 | 7
COCC(=O)N1CCCCN2[C@H](C1)[C@@H](c1ccc(-c3ccc(F)cc3)cc1)[C@@H]2CO
→ . | -0.1 | . | -4 | 0 | . | 0.1 | -11
O=C1CSC(=S)N1c1cccc(Br)c1
→ -3 | -0.2 | 2 | -5 | -26 | -1 | 0.0 | -42
CC(=O)Nc1cc2c3c(c1)CCN3C(=O)CC2
→ -5 | . | 0 | 6 | -1 | -11 | -0.1 | 3

Grouped by structure: those above containing an NH in an aromatic ring
Results follow in this order: esBAF inh | E-selectin induc | EWS-Fli block | RAD54 branch | S100A4 inh HTS | FN deposit inh | XiGFP reactiv | RAD52 inh
Cc1ccc(NC(=O)C2CCN(S(=O)(=O)c3ccc4[nH]c(=O)ccc4c3)CC2)c(C)c1
→ 6 | -0.1 | 4 | 1 | -1 | 5 | 0.0 | -3
Cc1ccc(NC(=O)CSCC(=O)N(CCC(C)C)c2c(N)n(Cc3ccccc3)c(=O)[nH]c2=O)cc1
→ -3 | . | -1 | -9 | -1 | 3 | 0.0 | -7
CCCc1cc(=O)oc2cc(OCC(=O)NCCc3c[nH]c4ccc(OC)cc34)ccc12
→ 4 | . | 15 | -31 | -6 | . | . | -3

Further compounds:
Results follow in this order: esBAF inh | E-selectin induc | EWS-Fli block | RAD54 branch | S100A4 inh HTS | FN deposit inh | XiGFP reactiv | RAD52 inh
O=C(Nc1cccnc1)c1ccc(N2CCOCC2)c([N+](=O)[O-])c1
→ 3 | . | -17 | -7 | -2 | 2 | 0.1 | 4
COc1ccc(N2C(=O)CSC23C(=O)N(CC(=O)NC2CCCC2)c2ccccc23)cc1 (stereo unspecified)
→ -2 | . | 1 | -3 | -9 | -5 | 0.0 | -10
COc1cc(C(=O)NCCC(=O)NC2CCCCC2)cc(OC)c1OC
→ 8 | . | . | -9 | -3 | -4 | 0.0 | -3
COc1cccc(C(=O)Nc2ccc3c(c2)OC[C@H](C)N(CCc2ccccc2)C[C@H](C)[C@@H](OC)CN(C)C3=O)c1
→ 14 | -0.2 | 8 | -14 | 5 | 3 | 0.4 | -5
Cc1cn(CC(=O)NCc2ccc(N(C)C)cc2)c(=O)[nH]c1=O
→ 1 | 1.7 | -4 | 5 | -1 | 1 | -0.1 | -12
CCOC(=O)CC1=NN(c2ccccc2)C(=O)C1=c1sc(=C2SC(C)=C(C)N2CC)c(=O)n1CC
→ . | 0.2 | 3 | 1 | -5 | 4 | . | -13
COC(=O)NNC(=O)C12CC3CC(CC(C3)C1)C2
→ 2 | 0.1 | -9 | 2 | -1 | 0 | 0.4 | -2
Cc1noc(C)c1NC(=O)N[C@@H]1C=C[C@H](CC(=O)NCCCN(C)C)O[C@H]1CO
→ -6 | -0.3 | . | 4 | 6 | -8 | -0.1 | 8
CCN(c1ccccc1)S(=O)(=O)c1cc(NC(=O)Nc2ccccc2C#N)ccc1Cl
→ . | 4.3 | 14 | . | -2 | 8 | 0.1 | -3
COCC#Cc1ccc([C@@H]2[C@H]3CN(C(=O)CN4CCOCC4)CC(=O)N3[C@H]2CO)cc1
→ . | 0.0 | 5 | . | 0 | 5 | 0.0 | -4
CN1CCN(C(=O)C[C@@H]2CC[C@@H]3[C@H](COC[C@H](O)CN3C(=O)Nc3cc(Cl)cc(Cl)c3)O2)CC1
→ -4 | 0.1 | 3 | 5 | 5 | 13 | 0.1 | 7
CC(C)(C)n1nnnc1C(c1ccccc1)N1CCN(c2ncccn2)CC1 (stereo unspecified)
→ . | -0.1 | 2 | . | 1 | 12 | 0.1 | -6
CC(C)(C)C1CCc2c(sc3nc(SCC(=O)O)nc(N)c23)C1 (stereo unspecified)
→ -65 | 0.1 | 26 | -10 | -3 | 1 | 0.1 | -6
CN(C)Cc1csc(Nc2ccc(C(=O)c3ccccc3)cc2)n1
→ 8 | 0.0 | 9 | 10 | 4 | -9 | 0.0 | 19
Cc1ccc(S(=O)(=O)N2C[C@H]3C(=O)C[C@@H](c4ccc(Cl)cc4)N(S(=O)(=O)c4ccc(C)cc4)[C@H]3C[C@H]2c2ccc(Cl)cc2)cc1
→ -1 | -0.2 | 5 | 1 | -1 | -8 | 0.4 | -10
CCc1cnc(N2[C@H](C#N)[C@H](c3ccccc3-c3ccccc3C)[C@H]2CO)s1
→ . | -0.1 | -3 | . | -7 | 2 | 0.0 | -1
